CHRM1 antagonist – human M1 muscarinic receptor antagonists, primary screen, CHO-K1 cells, Fluo-8 calcium fluorescence, 1536-well | hit rate 1.3% among 360,000 | CHO-K1 hM1, ACh EC80 antagonist | Muscarinic acetylcholine receptor M1 (Homo sapiens), P11229 | inhibition, % at 3 µM;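 active = percent inhibition above its own plate's cutoff, namely the mean of that plate's compound wells plus 3 SD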;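 also: peak over basal fluorescence ratio during 140 s after agonist addition; 0% = ACh EC80 plus DMSO and 100% = DMSO alone without agonist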
Target sequence (P11229 whole entry, looked up): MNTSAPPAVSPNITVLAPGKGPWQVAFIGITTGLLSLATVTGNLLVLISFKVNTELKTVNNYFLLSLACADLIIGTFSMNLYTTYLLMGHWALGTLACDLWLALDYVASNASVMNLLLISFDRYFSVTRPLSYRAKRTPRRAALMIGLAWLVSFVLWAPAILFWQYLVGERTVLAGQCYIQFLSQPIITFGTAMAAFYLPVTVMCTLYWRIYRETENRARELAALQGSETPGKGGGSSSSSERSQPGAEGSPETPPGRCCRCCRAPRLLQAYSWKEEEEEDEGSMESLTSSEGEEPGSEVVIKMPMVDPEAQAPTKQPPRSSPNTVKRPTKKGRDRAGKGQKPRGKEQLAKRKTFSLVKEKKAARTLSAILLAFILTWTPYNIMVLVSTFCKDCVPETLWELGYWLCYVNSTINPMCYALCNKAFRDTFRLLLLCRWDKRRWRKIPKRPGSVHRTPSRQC
M1 ag – human M1 muscarinic receptor agonists, primary screen, Fluo-8 calcium fluorescence, CHO-K1 cells, HTS | CHO-K1 hM1, agonist mode; 0% DMSO, 100% acetylcholine EC100 | Muscarinic acetylcholine receptor M1 (Homo sapiens), P11229 | hit rate 0.33% among 360,000 | activation, % at 3 µM;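 active = activation above the run's mean compound activation plus 3 SD, cut at about 16% in these data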;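 also: peak over basal fluorescence ratio within a 140 s kinetic read after compound addition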
OXTR ag – human OXTR agonists, primary screen, fluorescence, CHO-OTR cells, Fluo-8 calcium; activation, % at 3 µM; Oxytocin receptor (Homo sapiens), P30559; AID 2435, 2010; Fluo-8 calcium fluorescence; normalized: DMSO 0%, oxytocin 100%; hit rate 0.32% among 320,000;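 active = activation above the mean of all tested compounds plus 3 SD, cutoff set per screening run, cut at about 20% in these data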;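 also: peak over basal fluorescence ratio from a 100 s FLIPR kinetic read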
TAAR1 antag – human TAAR1 antagonists, primary screen, Fluo-8 calcium fluorescence, CHO RD-HGA16 cells. AID 624466, 2012. antagonist. Trace amine-associated receptor 1 (Homo sapiens), Q96RJ0. inhibition, % at 3 µM. hit rate 1.5% among 360,000;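 active = inhibition above a per-plate cutoff, the mean inhibition of test compounds on that plate plus 3 SD, cut at about 49% in these data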;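 also: 0% = DMSO plus EC80 beta-PEA response and 100% = DMSO alone without agonist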
Target sequence (Q96RJ0 whole entry, looked up): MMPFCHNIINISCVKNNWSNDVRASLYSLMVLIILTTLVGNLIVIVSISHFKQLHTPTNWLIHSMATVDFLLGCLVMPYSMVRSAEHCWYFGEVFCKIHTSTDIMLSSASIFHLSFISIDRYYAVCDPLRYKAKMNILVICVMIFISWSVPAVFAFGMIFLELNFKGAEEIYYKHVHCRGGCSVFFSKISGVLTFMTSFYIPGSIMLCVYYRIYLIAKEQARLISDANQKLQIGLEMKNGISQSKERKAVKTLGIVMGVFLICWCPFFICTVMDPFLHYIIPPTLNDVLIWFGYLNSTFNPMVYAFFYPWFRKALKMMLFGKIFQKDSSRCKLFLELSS
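Test system – hTAAR1-expressing CHO RD-HGA16 cells, Gα16-coupled · Also added – β-PEA at EC80 concentration, post-compound challenge · Compound – 3 µM, single point · Incubation – dye loading 75 min at 37 °C, then 30 min room temperature · Measured by – Fluo-8 intracellular calcium dye fluorescence, real-time kinetic reads · Benchmarks – vehicle and agonist controls · Replicates – singlicate, one well per test compound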
OXTR potentiate – human OXTR potentiators, primary screen, fluorescence, CHO-OTR cells, Fluo-8 calcium; activation, % at 3 µM; Fluo-8 calcium fluorescence, potentiator mode; 0% = oxytocin EC15, 100% = EC100; Oxytocin receptor (Homo sapiens), P30559; hit rate 0.061% among 320,000;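 active = activation above that plate's cutoff, the mean activation of tested compounds plus 3 SD, cut at about 6.6% in these data, passing the limit was not always enough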;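 also: 100% uses oxytocin at 75 nM as the full agonist control; some results filed as inactive read as strong as hits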
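assay system = CHO-OTR cells, human receptor | schedule = compound 6 min at room temperature before oxytocin, 100 s read | detection = Fluo-8 intracellular calcium fluorescence, ex 470-495, em 515-575 nm | evaluation = normalized max/min fluorescence ratio, % activation | control set = EC15 oxytocin alone as 0%, 75 nM oxytocin (EC100) as 100%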
CHO parental Ca – ATP-evoked calcium signal inhibitors, parental CHO, primary screen, counter-screen for OX1R antagonist project, cell-based, fluorescence, Fluo-8 calcium dye. parental CHO-K1, ATP-induced calcium, Fluo-8 fluorescence. AID 463079, 2010. inhibition, % at 5.6 µM. hit rate 0.63% among 330,000;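 active = inhibition above that plate's mean sample inhibition plus 3 SD, cut at about 26% in these data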;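 also: 0% = ATP-challenged DMSO wells and 100% = DMSO wells without ATP; some compounds past the cut are filed as inactive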
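Material – parental CHO cells · Reagent – ATP stimulus · Compound – single nominal dose of 5.6 µM per compound · Detection – Fluo-8 fluorescence · Read-out basis – percent inhibition of calcium signal · Controls – ATP-challenged DMSO wells low, unchallenged DMSO wells high · Repeats – no replicates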
V1aR counter – agonists of human V1a receptor, primary screen, counter-screen for OXTR agonist project, fluorescence, CHO-V1R cells | Fluo-8 calcium fluorescence, agonist mode; 0% DMSO, 100% 3 nM vasopressin | activation, % at 3 µM | hit rate 0.25% among 320,000;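 active = activation above the mean activation of all tested compounds plus 3 SD, per screening run, cut at about 20% in these data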;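 also: signal is peak over basal fluorescence ratio across a 100 second FLIPR read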
M1 PAM – human M1 muscarinic receptor positive allosteric modulators, primary screen, CHO-K1 cells, Fluo-8 calcium fluorescence, 1536-well; Muscarinic acetylcholine receptor M1 (Homo sapiens), P11229; CHO-K1 hM1, ACh EC20; 0% = ACh EC20, 100% = maximal ACh; activation, % at 3 µM; hit rate 0.088% among 360,000; in the data active = activation above about 19%, passing the limit was not always enough
TAAR1 ag – human TAAR1 agonists, primary screen, Fluo-8 calcium fluorescence, CHO RD-HGA16 cells; hit rate 0.99% among 360,000; Trace amine-associated receptor 1 (Homo sapiens), Q96RJ0; vehicle wells 0%, saturating PEA agonist 100%; activation, % at 3 µM;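 active = activation above the mean activation of all test compounds in the run plus 3 SD, cut at about 38% in these data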
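Signal – calcium-sensitive Fluo-8 signal, excitation 470-495, emission 515-575 nm · System – RD-HGA16 (CHO) cells co-expressing Gα16 and hTAAR1 · Incubation – 17-24 h seeding, 75 min 37 °C dye, 30 min RT · Compound dosing – 3 µM single concentration · Repeats – no replicates (n 1)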
* hit, by the source's call; / = not tested or not shown.

Every second line gives: CHRM1 antagonist, M1 ag, OXTR ag, TAAR1 antag, OXTR potentiate, CHO parental Ca, V1aR counter, M1 PAM, TAAR1 ag
CCCCNC(=S)Nc1ccccc1F
    -11, -4, -0.7, -9, -2, -7, 0.2, 0, 7
Cc1ccc(C(=O)Nc2ccccc2OC(F)F)cc1
    -24, -8, -1.6, 9, -1, -12, -1.2, 8, 18
Cc1ccc(CC(=O)Nc2nc3c(s2)CCCC3)cc1
    -23, -3, -1.7, 2, -4, -20, 2.2, 6, 1
CC1(C)CC(=O)C2=C(C1)c1c(ccc3ncccc13)NC2c1cccs1 (stereo not drawn)
    0, -8, -2.0, 0, -17, -22, -0.9, 0, 0
CC(O)[C@H]1CNCCN1CCc1cccc2ccccc12 (stereo partly drawn)
    0, -3, -0.1, 9, -15, 3, 0.8, 8, 3
CCc1nnc(NC(=O)CSc2nnc(Cc3ccccc3)n2-c2ccccc2)s1
    -9, 0, -0.4, -6, -8, -27, 0.3, 7, 6
CCCCNc1nnc(CCn2nc(C)c(Br)c2C)s1
    -4, -9, -0.5, -27, -9, -6, 0.3, 4, 8
O=C(CC1C(=O)NCCN1C(=O)Nc1ccccc1)Nc1cc(Cl)cc(Cl)c1 (stereo not drawn)
    7, -2, 0.2, 11, -5, 4, 1.2, -3, 1
Cc1cccc2sc(NC(=O)C3CC3)nc12
    -13, -4, /, -10, /, /, /, 5, 2
COc1ccccc1NC(=O)N1CCCC1C(=O)NCc1ccc2c(c1)OCO2 (stereo not drawn)
    -4, -3, -1.2, 11, -7, -6, -1.0, 6, 4
CCc1nn(CCCC(=O)N2CCN(c3ccc(OC)cc3)CC2)c(=O)c2cc3occc3n12
    1, -3, -1.9, -16, -7, -45, 4.9, -1, 0
CCOc1c(C=C(C#N)C#N)c2ccccc2n1CC
    -3, -8, -2.2, -4, 2, -22, -0.8, 6, 1
COc1ccc(CNC(=O)c2cc(S(=O)(=O)N3CCCCC3)ccc2N2CCOCC2)cc1OC
    -10, -3, /, -6, /, /, /, 12, 8
COc1cc2oc(=O)cc(-c3ccc(-c4ccc(C(F)(F)F)cc4)cc3)c2c(OC)c1OC
    -20, -4, /, /, /, -7, /, 7, /
Cc1nnc(SC(C(=O)c2ccccc2)c2ccccc2)[nH]c1=O (stereo not drawn)
    6, -4, -1.3, -18, -22, 1, 0.2, -2, -1
CC(C)OCCCNC(=O)C1CCC(=O)N1C(C)C (stereo not drawn)
    -4, -2, 0.5, 1, -2, -12, 0.6, 6, 2
COc1ccc(/C=C(\NC(=O)c2ccc(C)cc2)C(=O)NCCCN2CCOCC2)cc1OC
    2, -3, 1.4, 5, -7, 10, 0.1, 2, -3
Cc1cccc(Nc2ccccc2C(=O)OCC(=O)NCc2ccco2)c1C
    -6, -7, -2.5, 0, -18, -7, 0.6, 4, -2
Cc1[nH]n(S(=O)(=O)Cc2ccccc2)c(=O)c1N=Nc1ccccc1Cl
    4, -4, 3.2, -22, -5, -11, 4.7, 3, 17
CCc1cccc(C)c1NC(=S)NCCc1c(C)[nH]c2ccc(C)cc12
    -16, -2, -0.6, 10, -5, -14, -1.2, 12, 0
CC(O)(c1ccc(F)c(F)c1)c1nc(-c2ccc3ccccc3c2)cs1 (stereo not drawn)
    -7, -3, /, -12, /, /, /, -2, 1
COc1ccc(OCCN2C(=O)NC(C)(c3ccc(C)cc3)C2=O)cc1 (stereo not drawn)
    15, -3, 2.3, -4, -9, -13, 2.3, -5, 4
COc1cc(CNC(C)C23CC4CC(CC(C4)C2)C3)cc(OC)c1OC (stereo not drawn)
    -9, -6, /, -3, /, /, /, 11, 16
Cc1ccccc1C(=O)NCC(=O)NNC(=S)NC(=O)c1ccccc1
    -7, -7, 0.1, -16, 0, -5, -0.3, 11, 2
CC(=O)NC(c1cccc(F)c1)c1nc(-c2cnn(C)c2)cs1 (stereo not drawn)
    -4, 1, /, -18, /, /, /, 10, 1
Cc1ccc(-c2csc(N(CCCN3CCOCC3)C(=O)c3ccco3)n2)cc1
    15, -7, -0.6, 46, -8, -8, 0.8, -14, 11
CC1CCCN(S(=O)(=O)c2ccc(NC(=O)[C@@H]3CCCN3C(=O)c3cccs3)cc2)C1 (stereo partly drawn)
    1, -8, -1.3, 7, -3, -21, 0.3, -9, 2
c1coc(-c2nc(-c3ccco3)c(-c3ccco3)nc2-c2ccco2)c1
    -3, -1, 0.2, 11, -5, -19, -0.1, 5, 17
O=C(NCC1CCCO1)Nc1cccc(Cl)c1 (stereo not drawn)
    -20, -1, 0.4, 13, -8, -4, -0.2, 0, 7
Clc1ccc(OCc2nnc3n2N=C(c2ccc4c(c2)OCCO4)CS3)c(Cl)c1
    -7, -3, 0.9, 19, 1, -16, -0.8, 7, 10
CCCCn1c(N)c(N(CCOC)C(=O)c2sc3cc(F)ccc3c2Cl)c(=O)[nH]c1=O
    -6, -1, -1.4, -20, -2, -5, -1.1, 7, 4
CCOC(=O)c1cnn(-c2ccccc2)c1-n1cccc1
    -7, -3, -1.6, 8, -9, 3, -1.1, 5, 8
C/C(CC(=O)Nc1ccc(Br)cc1)=N\NC(=O)Cc1csc(N)n1
    3, -2, /, -21, /, /, /, 0, 5
CCOCCOC(=O)C1=C(C)NC2=C(C(=O)CC(c3cccs3)C2)C1c1ccsc1 (stereo not drawn)
    -5, -9, 3.0, 22, -3, -7, 0.9, -7, 16
Cc1c(C)n(C)c2ccc(C(=O)NCCCN(C)C3CCCCC3)cc12
    0, -6, -1.0, -22, -5, -18, -0.7, -2, 0
O=C(N/N=C/c1ccccc1Cl)c1[nH]c2ccc(Br)cc2c1-c1ccccc1
    -2, -6, 1.1, 2, -11, -27, 0.7, 0, 5
O=C(CSc1ncn[nH]1)Nc1ccc([N+](=O)[O-])cc1Br
    -7, -5, 2.2, -12, -1, -13, 3.6, 8, 0
CCN(CC)CCOC(=O)c1c(C)oc2ccc(O)cc12
    14, -5, 0.7, -2, 0, -23, 1.2, -9, 3
c1ccc(CNn2nnc3ccccc32)cc1
    -3, -7, /, -11, /, /, /, 7, 4
COc1ccc(/C=C/C(=O)O)cc1Cl
    -15, -1, 0.4, -5, 3, -10, -0.8, 9, 1
O=C1c2ccccc2C(=O)N1CCCC(=O)N1CCCc2ccccc21
    -11, -2, -1.4, 9, -5, -26, -0.1, 7, 15
COc1cc(OC)cc(-c2nnc(SCC(=O)N3c4ccccc4Sc4ccccc43)o2)c1
    -7, 1, 0.1, -5, -2, -10, 1.9, 7, 4
CC(OC(=O)C1CCN(c2ccc(C(F)(F)F)cn2)CC1)C(=O)Nc1cccc([N+](=O)[O-])c1 (stereo not drawn)
    18, -3, -0.3, 48, -11, -1, 3.0, -14, 0
CCC(=O)N1N=C(c2ccc(Cl)cc2)CC1c1ccco1 (stereo not drawn)
    -16, -5, -3.3, -35, -5, -1, -2.5, 9, -2
Cc1ccc(C)c(NC(=O)C(CC(=O)O)Cc2ccccc2)c1 (stereo not drawn)
    -15, -1, -0.6, -24, 1, -7, 0.0, 16, 2
O=C(CC1(O)C(=O)N(Cc2ccccc2)c2ccccc21)c1ccncc1 (stereo not drawn)
    -1, 0, 0.6, -15, -6, -14, 1.4, 3, 3
COc1ccccc1NC(=O)CCS(=O)(=O)c1ccc2c(c1)NC(=O)C(C)S2 (stereo not drawn)
    12, -2, 3.7, /, -3, -23, 6.6, -4, /
C[C@H](CO)N1C[C@H](C)[C@@H](CN(C)C(=O)Nc2ccccc2)Oc2ccc(NC(=O)Cn3cnnn3)cc2C1=O
    7, -11, 2.6, 9, 4, -1, 1.3, 15, 0
COCC(=O)N1CCC(Oc2ccc(C(=O)NC3Cc4ccccc4C3)cc2)CC1
    -7, -2, 0.3, -3, -9, -3, 2.7, 5, 0

Gathered by group: the entries above containing fluorine
Every second line gives: CHRM1 antagonist, M1 ag, OXTR ag, TAAR1 antag, OXTR potentiate, CHO parental Ca, V1aR counter, M1 PAM, TAAR1 ag
CCCCNC(=S)Nc1ccccc1F
    -11, -4, -0.7, -9, -2, -7, 0.2, 0, 7
Cc1ccc(C(=O)Nc2ccccc2OC(F)F)cc1
    -24, -8, -1.6, 9, -1, -12, -1.2, 8, 18
COc1cc2oc(=O)cc(-c3ccc(-c4ccc(C(F)(F)F)cc4)cc3)c2c(OC)c1OC
    -20, -4, /, /, /, -7, /, 7, /
CC(O)(c1ccc(F)c(F)c1)c1nc(-c2ccc3ccccc3c2)cs1 (stereo not drawn)
    -7, -3, /, -12, /, /, /, -2, 1
CC(=O)NC(c1cccc(F)c1)c1nc(-c2cnn(C)c2)cs1 (stereo not drawn)
    -4, 1, /, -18, /, /, /, 10, 1
CCCCn1c(N)c(N(CCOC)C(=O)c2sc3cc(F)ccc3c2Cl)c(=O)[nH]c1=O
    -6, -1, -1.4, -20, -2, -5, -1.1, 7, 4
CC(OC(=O)C1CCN(c2ccc(C(F)(F)F)cn2)CC1)C(=O)Nc1cccc([N+](=O)[O-])c1 (stereo not drawn)
    18, -3, -0.3, 48, -11, -1, 3.0, -14, 0
